DDE Tn6 FP inh = inhibitors of Tn6 peptide binding to fibrin DD(E), primary screen, biochemical, fluorescence polarization, human fibrin, Tn6 probe. Fibrinogen beta chain (Homo sapiens), P02675. Fibrin DD(E) TRITC-Tn6 fluorescence polarization displacement. inhibition, % at 8.3 µM. 0.21% of 370,000 active. AID 720509, 2013;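 active = inhibition above a per-campaign cutoff: mean of compounds within control limits plus 3 SD, cut at about 15% in these data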;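 also: 0% = median of all compound wells on the plate and 100% = blocking peptide control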
Target sequence (P02675 whole entry, looked up): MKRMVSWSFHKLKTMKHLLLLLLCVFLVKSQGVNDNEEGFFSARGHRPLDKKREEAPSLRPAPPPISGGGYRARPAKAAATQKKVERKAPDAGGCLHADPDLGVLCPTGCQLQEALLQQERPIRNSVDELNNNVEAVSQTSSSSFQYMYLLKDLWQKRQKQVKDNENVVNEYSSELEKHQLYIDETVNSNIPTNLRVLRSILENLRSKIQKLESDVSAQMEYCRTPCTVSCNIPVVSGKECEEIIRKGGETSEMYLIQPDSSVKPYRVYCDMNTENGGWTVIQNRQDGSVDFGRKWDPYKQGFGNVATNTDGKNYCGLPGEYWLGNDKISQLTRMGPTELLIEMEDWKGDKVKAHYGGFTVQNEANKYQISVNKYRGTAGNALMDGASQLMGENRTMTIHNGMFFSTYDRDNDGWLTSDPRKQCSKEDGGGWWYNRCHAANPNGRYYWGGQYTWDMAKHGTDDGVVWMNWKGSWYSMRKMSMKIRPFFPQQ
DDE Tn7 FP inh = inhibitors of Tn7 peptide binding to fibrin DD(E), primary screen, biochemical, fluorescence polarization, human fibrin, Tn7 probe; AID 720508, 2013; 0.13% of 370,000 active; FP displacement of FITC-Tn7 peptide from fibrin DD(E); 0% = median of compound wells per plate; Fibrinogen beta chain (Homo sapiens), P02675; inhibition, % at 8.3 µM;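 active = inhibition above the mean of compounds falling within the control limits plus 3 SD of them, cut at about 14% in these data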;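 also: 0% = plate median of compound wells and 100% = 10 µM Aha-Tn7 peptide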
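Assay system: Fibrin-DD(E) protein isolated from polymerized human fibrin clots; read-out basis: percent inhibition; medium: Tris/NaCl/CaCl2 buffer, pH 7.8; signal: FP measurement; incubation: 10 min plus 3 h, room temperature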
PLC-beta3 inh = human PLC-beta3 inhibitors, primary screen, biochemical, fluorescence | 0.18% of 370,000 active | 1-phosphatidylinositol 4,5-bisphosphate phosphodiesterase beta-3 (Homo sapiens), Q01970 | inhibition, % at 12.2 µM | Purified PLC-beta3, fluorogenic substrate; in the data active = inhibition above about 11%;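 also: 0% = median of compound wells on plate and 100% = full blocker control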
PLC-gamma1 inh = PLC-gamma1 enzyme inhibitors, primary screen, biochemical, fluorescence, purified enzyme | fluorogenic substrate | inhibition, % at 12.2 µM | 0.84% of 370,000 active | AID 720700, 2013 | 1-phosphatidylinositol 4,5-bisphosphate phosphodiesterase gamma-1 (Homo sapiens), P19174; in the data active = inhibition above about 9.5%
UHRF1 MBD2 ctr = UHRF1 methylated DNA binding inhibitors, primary screen, counter-screen for MBD2 inhibitor project, biochemical, TR-FRET, human UHRF1, single concentration. 0.75% of 370,000 active. inhibition, % at 4.4 µM. E3 ubiquitin-protein ligase UHRF1 (Homo sapiens), Q96T88. AID 687016, 2013. UHRF1 binding to methylated oligo; in the data active = inhibition above about 21%;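 also: UHRF1 SRA domain binding a hemimethylated CpG hairpin DNA probe; 0% = median of test compound wells and 100% = reference inhibitor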
MBD2 inh = inhibitors of MBD2 binding to methylated DNA, primary screen, biochemical, TR-FRET, DNA-binding domain, human; Methyl-CpG-binding domain protein 2 (Homo sapiens), Q9UBB5; MBD2 binding to methylated oligonucleotide; inhibition, % at 4.4 µM; 0.31% of 370,000 active; in the data active = inhibition above about 13%
proKLK7 act = proKLK7 zymogen activators, primary screen, biochemical, fluorescence intensity. purified proKLK7, EDANS-DABCYL substrate fluorescence; 100% is mature enzyme control, 0% vehicle. activation, % at 7 µM. 0.9% of 370,000 active. AID 652039, 2013;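 active = activation above the mean of all tested compounds plus 3 SD, computed per campaign excluding outliers beyond control limits, cut at about 13% in these data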
ADAM17 inh = ADAM17 inhibitors, primary screen, biochemical, QFRET; Disintegrin and metalloproteinase domain-containing protein 17 (Homo sapiens), P78536; recombinant ADAM17, EDANS/DABCYL FRET peptide cleavage; inhibition, % at 6.95 µM; 0.83% of 370,000 active; AID 720648, 2013;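 active = inhibition above the mean of compounds lying between control limits plus 3 SD, set per campaign, cut at about 8.5% in these data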;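 also: 0% = DMSO-only wells as the low control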
ASAP1 GAP inh = inhibitors of human ASAP1 ArfGAP activity, primary screen, biochemical, fluorescence polarization; inhibition, % at 16.5 µM; Arf-GAP with SH3 domain, ANK repeat and PH domain-containing protein 1 (Homo sapiens), …; 0.19% of 360,000 active; ASAP1-stimulated ARF1 GTP hydrolysis, GDP FP detection; AID 624377, 2012; in the data active = inhibition above about 25%;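 also: 0% = vehicle with enzyme and substrate and 100% = no enzyme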
Target sequence (Q9ULH1 325-724 limits assumed): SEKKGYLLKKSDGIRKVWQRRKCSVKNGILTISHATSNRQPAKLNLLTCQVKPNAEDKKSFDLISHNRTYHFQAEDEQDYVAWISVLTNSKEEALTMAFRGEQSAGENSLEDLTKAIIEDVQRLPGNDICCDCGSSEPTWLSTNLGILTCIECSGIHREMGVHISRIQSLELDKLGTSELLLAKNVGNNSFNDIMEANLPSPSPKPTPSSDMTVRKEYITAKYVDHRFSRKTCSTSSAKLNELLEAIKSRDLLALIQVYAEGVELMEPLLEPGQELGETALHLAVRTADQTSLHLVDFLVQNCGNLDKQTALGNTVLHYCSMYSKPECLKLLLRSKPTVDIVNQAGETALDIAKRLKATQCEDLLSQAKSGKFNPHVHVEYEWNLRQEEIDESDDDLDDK
ARFGAP1 inh = inhibitors of rat ARFGAP1 GAP activity, primary screen, biochemical, fluorescence polarization, GDP tracer; inhibition, % at 16.5 µM; 0.26% of 360,000 active; AID 651572, 2012; ADP-ribosylation factor GTPase-activating protein 1 (Rattus norvegicus), Q62848; Arfgap1-stimulated ARF1 GTP hydrolysis, GDP FP detection;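 active = inhibition above a per-plate limit, mean inhibition of low control wells plus 3 SD, cut at about 25% in these data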;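 also: 0% = DMSO wells with enzyme and 100% = wells lacking Arfgap1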
Target sequence (Q62848 1-136 limits assumed): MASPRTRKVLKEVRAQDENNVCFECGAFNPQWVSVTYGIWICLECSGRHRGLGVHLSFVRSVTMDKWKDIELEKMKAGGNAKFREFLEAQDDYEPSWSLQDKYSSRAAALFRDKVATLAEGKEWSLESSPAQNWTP
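Replicates: Single well per compound | Assay system: Truncated rat Arfgap1 GAP domain | Control set: No-Arfgap1 wells (100%) versus DMSO full-reaction wells (0%) | Times: Enzyme reaction 120 min at 25 °C after 20 min preincubation | Reagent: Human ARF1(Δ1-17)-GTP substrate | Measured by: Tracer-displacement fluorescence polarization with EDTA stop, 620/688 nm | Measure: Percent inhibition of Arfgap1-stimulated GTP hydrolysis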
* marks the source's active call; other numbers are inactive results; i = inactive; x = no result given.

SMILES	DDE Tn6 FP inh	DDE Tn7 FP inh	PLC-beta3 inh	PLC-gamma1 inh	UHRF1 MBD2 ctr	MBD2 inh	proKLK7 act	ADAM17 inh	ASAP1 GAP inh	ARFGAP1 inh
CC1CN(CCOc2ccc(Cl)cc2Cl)CC(C)O1 (stereo unspecified)	5	11	3	-1	-1	-2	-0.1	-2	1	-7
O=S(=O)(Nc1ncccn1)c1ccccc1	-4	-8	-2	-2	-2	-6	0.7	0	8	-4
COCc1cc(C)nc2sc(C(=O)OC(C)C)c(N)c12	4	1	i	i	0	-3	0.1	-16	12	5
Cc1cc(C)c2sc(NNC(=O)c3ccc(S(=O)(=O)N4CCc5ccccc5C4)cc3)nc2c1	-8	-3	-64	-59	-2	1	-1.3	11*	18	13
CCCN(c1nc(C)cc(OC)n1)S(=O)(=O)c1ccccc1	-4	-3	1	2	9	-4	-0.4	0	7	2
CCOC(=O)C1C(c2cccc(F)c2)NC(=S)NC1(O)C(F)(F)F (stereo unspecified)	-2	5	5	2	29*	1	-0.3	-2	-7	-7
O=C(O)c1ccc(S(=O)(=O)c2ccc3c(c2)C(=O)N(Cc2ccco2)C3=O)cc1	-3	-4	5	1	-5	-4	-0.5	1	1	-4
O=C(COC(=O)Cc1c(Cl)cccc1Cl)NCc1ccccc1	2	-6	5	-1	-1	3	-0.1	-2	-3	6
COCCNC(=O)Cn1nc(-c2ccccc2OC)ccc1=O	3	-7	-2	-2	0	1	0.5	-3	1	4
CN1C(=O)Cc2cc(S(=O)(=O)Nc3ccc(Cl)cc3)ccc21	-4	-2	-2	1	-1	2	0.0	2	-12	10
COc1ccc(-c2nc(CS(=O)(=O)CC(=O)NCc3cccc(F)c3)c(C)o2)cc1	-1	-4	2	1	1	-4	0.2	7	2	-4
COCCNC(=S)N1CCc2cc(OC)c(OC)cc2C1COc1cc(C)cc(C)c1 (stereo unspecified)	9	-3	-2	2	1	4	0.3	1	-2	3
Cc1ccc(-c2ccc(S(=O)(=O)N3CCCC3)cc2)cc1	-1	5	-4	7	6	2	0.4	-5	9	5
COc1ccccc1-n1c(SCC(=O)N(C)C)nnc1-c1ccco1	7	0	-1	3	0	2	0.5	0	6	-6
Cc1ccc(N2C(=O)C3C4C=CC(CC4)C3C2=O)cc1[N+](=O)[O-] (stereo unspecified)	-3	-3	-4	2	2	-1	0.2	4	-1	10
COC(=O)CCc1sc(Nc2ccccc2)nc1-c1ccc(OC)cc1	1	6	-8	-8	37*	4	-0.4	-3	-7	10
O=C(CN1CCOCC1)Nc1ccc(OCc2ccccc2)cc1	2	-2	4	-4	-3	-1	0.0	-4	5	-7
COc1ccc(C(=O)Nc2nnc(SCC(=O)NC3CC3)s2)cc1	3	6	-5	0	-1	3	-0.4	-2	3	-8
Cc1cc(C)nc(N(C#N)CN2C(=O)c3ccccc3S2(=O)=O)n1	3	5	-3	-5	-5	0	0.5	0	5	7
COc1ccc(N2C(=O)CCC2(C#N)c2ccc(Br)cc2)cc1 (stereo unspecified)	1	-3	-1	-2	1	7	-0.4	-3	3	-3
O=C(NCc1ccccn1)c1ccc(Cl)c(NC2=NC3CS(=O)(=O)CC3S2)c1 (stereo unspecified)	3	0	3	0	6	1	-0.2	-3	-7	4
CC(=O)n1cc(/C=N/NC(=O)c2ccccc2O)c2ccccc21	-1	11	-108	-73	-2	-1	1.6	-8	2	13
COc1cccc(OC)c1NC(=O)C1CCCN1C(=O)NCc1ccccc1 (stereo unspecified)	-3	4	-4	-2	4	2	-0.2	-4	-4	13
COCC(=O)Nc1cc(C(=O)Nc2cccc(C)c2C)ccc1Cl	4	11	2	2	2	4	-0.2	-3	-6	-2
O=c1c(Cl)c(N2CCN(c3ccccc3)CC2)cnn1C12CC3CC(CC(C3)C1)C2	-7	3	5	3	2	-1	0.4	3	8	6
CC(C)(C)c1nc(CN2CCOCC2)cc(CN2CCOCC2)c1O	0	2	3	7	0	2	0.1	2	-4	13
O=S(=O)(O/N=C1\CCCc2ccccc21)c1ccccc1	-2	2	0	-3	3	5	-0.1	-2	4	2
Cc1nn(CCCC(=O)Nc2ccc(Br)cc2F)c(C)c1[N+](=O)[O-]	5	4	-8	-2	-3	0	0.7	-5	-2	3
CCOC(=O)Nc1nnc(/C=C/c2ccc(OC)cc2)s1	-3	6	-101	-82	4	-3	-6.0	-46	13	11
O=C(O)C1C2C=CC(C2)C1C(=O)NCc1ccccc1 (stereo unspecified)	7	0	2	-1	-2	0	-0.3	-3	12	-14

Structural class, those above with a furan ring, fused or not (2)
SMILES	DDE Tn6 FP inh	DDE Tn7 FP inh	PLC-beta3 inh	PLC-gamma1 inh	UHRF1 MBD2 ctr	MBD2 inh	proKLK7 act	ADAM17 inh	ASAP1 GAP inh	ARFGAP1 inh
O=C(O)c1ccc(S(=O)(=O)c2ccc3c(c2)C(=O)N(Cc2ccco2)C3=O)cc1	-3	-4	5	1	-5	-4	-0.5	1	1	-4
COc1ccccc1-n1c(SCC(=O)N(C)C)nnc1-c1ccco1	7	0	-1	3	0	2	0.5	0	6	-6

Next part
SMILES	DDE Tn6 FP inh	DDE Tn7 FP inh	PLC-beta3 inh	PLC-gamma1 inh	UHRF1 MBD2 ctr	MBD2 inh	proKLK7 act	ADAM17 inh	ASAP1 GAP inh	ARFGAP1 inh
COc1ccc2c(C=O)c[nH]c2c1	0	7	-17	-15	-7	-6	-0.3	-2	-9	3
CCOc1ccc(/C(O)=C2/C(=O)C(=O)N(c3ccccn3)C2c2ccc(Cl)cc2)c(C)c1 (stereo unspecified)	2	0	-64	-42	0	-1	9.2	0	-3	5
CC(=O)C1C(c2cccc(F)c2)NC(=O)NC1(O)C(F)(F)F (stereo unspecified)	2	3	4	0	-3	-8	0.2	-2	-11	-1
CC1(C(=O)NC2CCCCCCC2)CCC(=O)N1Cc1ccco1 (stereo unspecified)	2	-5	0	9.8*	-1	-2	0.4	4	6	-13
CC(C)CNS(=O)(=O)c1ccc(CCC(=O)NCCC2=CCCCC2)cc1	2	-4	-3	6	0	-1	0.7	-2	4	4
O=C(Nc1nnc(-c2ccco2)o1)c1ccc([N+](=O)[O-])s1	-7	-5	-5	-1	-5	-5	-0.1	2	7	-1
Cc1ccc(-c2[nH]ncc2/C=N/n2c(C)nc3ccccc3c2=O)cc1	-5	-3	3	-1	1	2	-0.3	-3	7	2
Cc1ccc(CNC(=O)C2CCCN(C(=O)Nc3ccc(F)cc3)C2)cc1 (stereo unspecified)	-4	-4	-1	3	5	1	-0.8	0	18	6
Cc1cccc(N2C(=O)N(c3ccccc3C)C3CS(=O)(=O)CC32)c1 (stereo unspecified)	-9	-5	3	-1	4	1	1.4	-2	9	8
N/C(=N\OC(=O)C1CCCCC1)c1ccccn1	0	-4	-2	-1	1	-5	0.2	4	12	-3
Cc1c(Cl)cccc1NC(=O)CNC(=O)Cc1n[nH]c(=O)c2ccccc12	-3	4	-1	-1	0	0	-0.7	-1	-15	-17
COC(=O)c1[nH]c2c(c1C)C(=O)CCC2	1	8	4	5	-1	-1	0.5	-1	-4	2
COc1ccccc1-c1noc2c1C(=O)N(Cc1cn(C3CCCC3)nn1)CC2	-5	-2	3	4	10	4	0.3	0	9	-14
CCCn1nnc(NC(=O)Cc2ccc(Cl)cc2)n1	0	2	-1	0	-1	0	0.0	-4	-22	-14
C=CCN1C=C2C(=O)C(C)(OC(=O)C3CCCC3)C(=O)C=C2C=C1c1ccsc1 (stereo unspecified)	-1	-5	-65	-42	2	2	-0.1	-2	15	-3
Cc1cc(=O)n2[nH]c(-c3ccc(F)cc3)cc2n1	-12	-6	-7	-4	-3	2	-1.7	-4	-14	-5
CCCC12CN(C(=O)c3ccc([N+](=O)[O-])cc3)CC(C)(CN(C(=O)c3ccc([N+](=O)[O-])cc3)C1)C2=O	4	-1	-3	1	0	3	0.6	0	-7	-3
O=C(O)c1ccc(Cl)c(S(=O)(=O)Nc2cccc(C(=O)Nc3cccc(C(F)(F)F)c3)c2)c1	-4	-5	-4	-3	1	3	0.2	-3	0	10
COC(=O)[C@]12C[C@H](CC(=O)NCC3CCCCC3)C(=O)N(Cc3ccco3)C1=C[C@H](C(C)(C)C)O[C@@H]2C	4	4	2	-1	1	1	-0.2	0	x	x
Cc1cccc(C)c1OCC(O)Cn1nnc2ccccc21 (stereo unspecified)	4	9	0	6	1	2	0.2	-6	2	10
Cc1ccccc1OCC(=O)OCC(=O)NC1CCCC(C)C1C (stereo unspecified)	1	9	1	-1	0	0	0.0	-1	-5	2
Cc1cc2oc(=O)cc(CN3CCN(Cc4ccccc4)CC3)c2cc1C	5	-3	-12	-3	-2	0	0.0	-1	14	1
COc1ccccc1C1CC(=O)Nc2c1c(=O)n(C)c(=O)n2C (stereo unspecified)	-4	7	3	4	0	-3	-0.3	2	7	-10
CC(C)C[C@H]1CN([C@@H](Cc2ccc(O)cc2)CN2CCC[C@@H]2CN2C(=S)NC[C@@H]2Cc2ccccc2)C(=S)N1CC1CCCCC1	-4	-13	5	5	-1	-4	-0.5	5	23	12
COc1ccc(CC(=O)NNc2ncnc3c2cnn3C)cc1OC	10	4	-2	1	0	2	0.4	1	-7	-2
CCc1nn2c(NCCCO)cc(C)nc2c1-c1ccc(F)cc1	-5	3	-99	-81	1	-1	-0.7	-3	0	12
O=C(Nc1ccccc1)c1ccc(CN2CCC(Cc3ccccc3)CC2)cc1	0	-1	2	0	1	0	-0.4	-1	-5	-9
COc1cc(C2CC(=O)c3c(ccc4ccccc34)N2)ccc1O (stereo unspecified)	-1	0	1	-2	6	3	-0.1	-1	1	7
O=C(NC(=S)Nc1cccc2c(O)cccc12)c1ccco1	-9	0	-13	-1	-2	-1	0.7	-4	-6	9
N#Cc1ccccc1CCN1C(=O)c2ccccc2C1=O	-1	0	-11	0	4	-3	0.0	0	7	2
C/C(=N\NC(=O)CC1(C)OCCO1)c1cccs1	4	8	-7	-8	-1	-7	-0.6	-2	3	-2

Bioassay records deposited in PubChem by The Scripps Research Institute Molecular Screening Center.
